Bioassay records (PubChem BioAssay)
ERG Ets-DNA blk: inhibitors of human ERG Ets domain-DNA interaction; fluorescence polarization, His-ERG Ets domain / labelled DNA; Potency, µM (doses to about 76.9 µM), inactives show at the highest dose FP activity, negative = inhibition, hits mostly inhibitors; actives 0.028% (n = 370,000); active means well fitted inhibition curve with a large enough effect in the polarisation, with a control signal flat; inconclusive means small, poorly fitted or top-dose-only effect, or effect the other way, or a change in a side signal; inactive means no such curve, though single readings can be large or run the other way; the % refers to the polarisation;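 further: polarization taken with two DNA probes labelled with fluorescein and Texas red; % of control where 0% means no effect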
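His-tagged ERG Ets domain (1 uM in the protein solution; 300mM KCl, 50mM Tris-HCl, 1mM EDTA, 1mM DTT, pH 7.5) received compound, then a probe mix of 5 nM fluorescein-DNA and 100nM Texas-615-DNA. Fluorescence polarization was read for both dyes.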
12-LOX inh: ALOX12 (human) lipoxygenase inhibition. P18054. purified 12hLO, xylenol orange hydroperoxide absorbance. Potency, µM (highest dose often 108 µM), for inactives: at the top dose activity change, negative = inhibition, hits mostly inhibitors. actives 1.1% (n = 580,000); further: on the % scale 0 is the no-effect control and ±100 the full control effect
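Hydroperoxide product was detected by ferrous iron/xylenol orange as the 573 to 405 nm absorbance ratio. Arachidonic acid at 40 uM (final) was turned over for 30 min at room temperature by 150 nM human 12hLO, pH 7.0 Hepes buffer, after 15 min compound preincubation.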
Pin1 inhibitor: inhibitors of human Pin1 | actives 0.009% (n = 390,000) | Pin1 FP peptide displacement, HiFluor488, 10 min | Potency, µM (doses to about 115 µM), inactives show at the highest dose activity, negative = inhibition, most hits filed as inhibitors | Q13526 | AID 504891; active means well fitted inhibition curve with a large enough effect in the polarisation, with a control signal flat, not every such curve was filed as active; inconclusive means small, poorly fitted or top-dose-only effect, or effect the other way, or a change in a side signal; inactive means no such curve, though single readings can be large or run the other way; the % refers to the polarisation; further: on the % scale 0 is the no-effect control and ±100 the full control effect
Target sequence (Q13526 whole entry, looked up): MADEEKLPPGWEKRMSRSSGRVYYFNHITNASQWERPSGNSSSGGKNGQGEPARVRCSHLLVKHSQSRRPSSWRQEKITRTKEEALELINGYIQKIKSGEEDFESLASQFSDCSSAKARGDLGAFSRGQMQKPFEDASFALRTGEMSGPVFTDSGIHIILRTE
RGS4 inh: human RGS4 inhibition. Transcreener GDP fluorescence polarization, RGS4-accelerated GTP hydrolysis. Potency, µM (highest dose often 114 µM), for the others: top-dose activity change, negative = inhibition, most hits filed as inhibitors. actives 0.039% (n = 390,000). P49798. AID 504845; further: on the % scale 0 is the no-effect control and ±100 the full control effect; nearly all actives have a fitted effect of over 75% in size; some results filed as inactive show a strong effect at the top dose
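MLSMR compounds (23 nl, pin-transferred) preincubated 10 min at room temperature with a 500nM (2x) first reagent, then RGS4 at 900nM (2x) plus Transcreener GDP mix added; fluorescence polarization (620/688 nm) read before and after 90 min at 30 °C.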
GLS inh: blocks human kidney-isoform glutaminase activity. GLS enzymatic activity, qHTS titration. Potency, µM (highest dose often 45.5 µM), for inactives: at the top dose activity change, negative = inhibition, usual class: inhibitors. actives 0.21% (n = 410,000); further: on the % scale 0 is the no-effect control and ±100 the full control effect
Target sequence (O94925 whole entry, looked up, canonical isoform): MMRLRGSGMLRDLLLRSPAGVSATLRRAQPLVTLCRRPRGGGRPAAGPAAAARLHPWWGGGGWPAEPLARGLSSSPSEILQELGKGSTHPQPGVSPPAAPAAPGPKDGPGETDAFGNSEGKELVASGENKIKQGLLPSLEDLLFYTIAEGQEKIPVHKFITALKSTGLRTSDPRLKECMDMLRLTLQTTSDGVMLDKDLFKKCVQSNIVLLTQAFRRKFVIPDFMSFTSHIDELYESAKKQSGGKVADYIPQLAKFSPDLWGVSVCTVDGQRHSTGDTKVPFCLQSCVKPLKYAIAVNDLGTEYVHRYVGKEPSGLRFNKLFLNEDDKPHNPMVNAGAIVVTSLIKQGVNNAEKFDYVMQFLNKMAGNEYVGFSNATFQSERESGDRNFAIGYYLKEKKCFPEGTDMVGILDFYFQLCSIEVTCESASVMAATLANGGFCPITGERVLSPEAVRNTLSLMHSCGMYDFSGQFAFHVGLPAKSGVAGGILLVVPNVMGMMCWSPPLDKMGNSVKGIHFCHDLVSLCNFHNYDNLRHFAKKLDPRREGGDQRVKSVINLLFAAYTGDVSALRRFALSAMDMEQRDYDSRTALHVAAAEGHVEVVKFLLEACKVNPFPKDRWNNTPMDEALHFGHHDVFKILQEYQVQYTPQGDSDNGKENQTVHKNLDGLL
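Coupled fluorescence readout: glutamate oxidase/HRP/Amplex Red detect glutamate formed by hKGA from L-glutamine (1 mM solution added). Buffer 45 mM KH2PO4 pH 8.2, 0.02% Tween-20; reads at t0 and 30 min RT.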
JMJD2A Tudor: inhibitors of human JMJD2A Tudor domain; AlphaScreen JMJD2A-Tudor / H3K4me3 peptide binding; Potency, µM (top dose mostly 114 µM), for inactives: top-dose activity change, negative = inhibition, most hits filed as inhibitors; actives 4.4% (n = 390,000); AID 504339; further: on the % scale 0 is the no-effect control and ±100 the full control effect; nearly all actives have a fitted effect of over 50% in size
TrxR1 inh: inhibitors of rat thioredoxin reductase 1; O89049; recombinant rTrxR1, NADPH fluorescence consumption, selenite substrate; Potency, µM (titrated, usually from 114 µM), inactives show top-dose activity change, negative = inhibition, most hits filed as inhibitors; actives 1% (n = 390,000); AID 588453; further: on the % scale 0 is the no-effect control and ±100 the full control effect; nearly all actives have a fitted effect of over 65% in size
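Rat TrxR1 (90 nM in the dispensed reagent) was pre-reduced with 400 uM NADPH for 5 min at room temperature, then incubated with compound for 15 min. After 400 uM selenite was added, NADPH fluorescence (Ex 340/Em 450 nm) was followed for 8 min.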
HP1b chromo inh: blocks HP1-beta chromodomain binding to methylated histone tails. AlphaScreen HP1-beta / biotin-H3K9me3 peptide binding. actives 0.56% (n = 390,000). Potency, µM (top dose mostly 114 µM), inactives show top-dose activity change, negative = inhibition, most hits filed as inhibitors; further: nearly all actives have a fitted effect of over 70% in size; inactives centre near 23
Target sequence (P83916 whole entry, looked up): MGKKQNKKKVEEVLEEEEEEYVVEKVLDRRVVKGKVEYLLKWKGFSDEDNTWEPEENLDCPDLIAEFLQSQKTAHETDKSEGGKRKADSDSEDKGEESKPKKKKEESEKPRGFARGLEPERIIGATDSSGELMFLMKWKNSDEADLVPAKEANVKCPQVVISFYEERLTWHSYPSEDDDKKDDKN
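Compound inhibition of the preformed complex between 50 nM HP1-beta and 50 nM biotinylated H3K9me3 peptide was read by AlphaScreen. Buffer was PBS pH 7.4 with 0.01% Tween-20. Incubations ran 30 min at room temperature, with 10 ug/mL donor/acceptor beads.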
Tb PGK inh: T. brucei PGK inhibition; P07378; PGK/GAPDH coupled, Kinase-Glo luminescence, 60 min; Potency, µM (top dose mostly 57.5 µM), for the others: at the top dose activity change, negative = inhibition, most hits filed as inhibitors; actives 0.043% (n = 380,000); further: on the % scale 0 is the no-effect control and ±100 the full control effect; nearly all actives have a fitted effect of over 60% in size
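Luminescent ATP detection (Kinase-Glo Plus) follows a 60-minute room-temperature incubation, with wells lacking PGK as controls. Buffer: 100 mM TEA (pH 7.6), 5 mM MgCl2, 0.01% Tween-20. Coupling enzyme GAPDH (100 nM final) supplies unstable 1,3-BPG in-well.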
The depositor's hits bear a star; i = inactive; u = inconclusive; x = no result given; [ ] = another dose, or the depositor's remark. Unless noted, the call rests on the fitted dose curve; in most records, active means well fitted curve in the direction sought with a large enough effect; inconclusive means small, poorly fitted or top-dose-only effect, or another doubt; inactive means no such curve, though single readings can be large; an effect the other way counts as inactive or inconclusive. Potency means the concentration at half of the fitted maximal effect. Some of the compounds tested (hit frequency here may not be typical).

SMILES | ERG Ets-DNA blk | 12-LOX inh | Pin1 inhibitor | RGS4 inh | GLS inh | JMJD2A Tudor | TrxR1 inh | HP1b chromo inh | Tb PGK inh
O=C(COC(=O)c1cccc(S(=O)(=O)NCc2ccccc2)c1)c1ccccc1 | 0.8% | 1.8% | 13.5% | u | 5.7% | -20.5% | 3.5% | 23.1% | 8.4%
CCOc1cc(C2C3=C(CCCC3=O)Nc3ccc4ncccc4c32)ccc1O (stereo unspecified) | 19.4% | -8.0% | 1.6% | 1.3% | -9.4% | -14.4% | 15.2%[11.4 µM] | 18.2% | 3.1%
CCOc1ccc(NC(=O)c2c(NC(=O)c3cccs3)sc3c2CCC(C(C)(C)C)C3)cc1 (stereo unspecified) | -12.9% | -21.4% | -6.7% | -4.5% | -13.2% | 3.5% | 4.4% | 62.8%[activator] | -5.2%
CCc1nc(NC2CCCCC2)c(C#N)c2c1COC(C)(C)C2 | 1.7% | 12.6% | -1.2% | 0.1% | -5.2% | 15.0% | 14.1%[57.1 µM] | 45.6% | -1.2%
Cc1c(C(=O)N2CCCC2)oc2c1-c1nn(CC(=O)NCCCN3CCCCC3)cc1CC2 | 10.9% | 4.4% | 5.9% | 0.8% | -13.7% | -19.6% | -13.7% | 34.4% | 5.8%
CC(C)C(Nc1ccc(S(=O)(=O)N2CCOCC2)cc1[N+](=O)[O-])C(=O)O (stereo unspecified) | -4.3% | 301.4%[activator] | -2.7% | 3.6% | 3.4% | -11.0% | 10.1%[57.1 µM] | 6.9% | 2.0%
CC(C)c1cnc2c(c1SCC(=O)c1ccccc1)c(=O)n(C)c(=O)n2C | -0.7% | -7.1% | -9.9% | -19.6% | -0.7% | -22.1% | 9.5%[57.1 µM] | 23.9%[57 µM] | -8.1%
COc1ccc(C=C2SC(=S)NC2=O)c(OC)c1OC | 27.5% | u | -2.5% | -33.3% | 35.7%[activator] | -31.9% | -9.2%[11.4 µM] | -8.4% | -6.2%
CC(C)(CO)NCC(O)Cn1cc(C=O)c2ccccc21 (stereo unspecified) | 26.9% | -13.9% | 0.8% | -6.8% | -1.3% | -5.5% | 6.3%[57.1 µM] | 24.3% | 10.9%
O=C(CCSCCC(=O)NCc1ccccc1)NCc1ccccc1 | x | 10.2% | 1.4% | -17.3% | -3.8% | -13.6% | 14.6% | 28.2% | 6.6%
CSc1nnc2c(n1)OC(C)N(C(=O)c1ccccc1)c1ccccc1-2 (stereo unspecified) | 4.1% | 0.0% | -9.1% | 8.8%[56.9 µM] | 12.2% | -1.5%[57.1 µM] | u | 43.5%[activator] | 1.7%
CC1CCC2(CC1)NC(=O)N(CC(=O)c1ccc(CNC(=O)C(C)(C)C)s1)C2=O (stereo unspecified) | -5.6% | -1.5% | 0.5% | -2.5% | -2.4% | -2.6% | 12.0% | 24.4% | i
O=C(NCC1CCCO1)c1onc(CSc2ccccc2)c1C(=O)O (stereo unspecified) | 3.6% | -36.9% | 0.3% | -29.9% | 7.4% | -18.3% | 10.9% | 27.3% | -0.3%
COc1ccc(CCNc2oc(Cc3ccccc3)nc2C#N)cc1OC | -10.4% | 181.4%[activator] | -0.7% | 25.2% | 2.0% | u | 0.6% | -14.4% | -4.4%
COc1cccc(C2Nc3ccccc3C(=O)N2c2ccc(F)cc2)c1O (stereo unspecified) | -2.1% | u | 0.5% | -35.7% | 8.6% | -13.0% | -21.3% | 21.9% | -1.4%
Cc1cc(C)cc(-n2nnnc2-c2cn(C)nc2C(F)(F)F)c1 | -1.6% | 0.0% | -4.3% | -1.0% | 3.4% | -5.2% | 11.3% | 42.3%[activator] | -4.1%
NC(=O)c1nsc(C(=O)N(CC(=O)NC2CCCC2)c2cccc(C(F)(F)F)c2)c1N | 3.9% | -4.4% | -0.3% | 10.0% | 0.0% | -21.4% | 15.2% | -2.3% | -8.4%
CN1CCN(c2oc(-c3ccc(OCc4ccc(Cl)cc4)cc3)nc2C#N)CC1 | x | x | 0.1% | 12.8% | x | -17.7% | 30.8% | 20.5% | x
CCN(CC)CC#CCC(O)(c1ccccc1)C1CCCCC1 (stereo unspecified) | -0.1% | -18.5% | -0.7% | -11.0% | 9.5% | -2.1% | 9.8%[57.1 µM] | 22.9% | 2.7%
COc1ccc(N2CC(C(=O)Nc3ccc(NC(C)=O)cc3)CC2=O)cc1 (stereo unspecified) | 8.9% | -3.2% | 9.2% | 12.1% | -8.4% | -18.6% | 16.7% | 26.9% | i
CC1=C(C(=O)Nc2ccccc2C(=O)NCc2ccccc2)SCCO1 | 0.5% | 0.4% | 0.4% | -1.5% | 0.0% | -21.8% | -6.3% | 17.0% | -2.3%
Cc1cc[n+](-c2nc3ccccc3nc2[N-]S(=O)(=O)c2cccs2)cc1C | -3.7% | -5.5% | 3.3% | 15.8% | -1.7% | -5.9% | 8.7% | 27.9% | -6.8%
COc1ccc(CN2CCCC(C(=O)Nc3cccc(-n4cccn4)c3)C2)cc1 (stereo unspecified) | 1.9% | 0.1% | 1.4% | -13.5% | -0.3% | -21.4% | 10.2% | 16.9% | 0.9%
Cc1ccc(C)c(OCCCCCn2ccnc2)c1 | 2.6% | 23.8% | -0.5% | 12.0% | -0.4% | u | -11.7% | 1.2% | x
Cc1cc2nc(-c3ccc(SCc4ccc(C(=O)O)cc4)nc3)[nH]c2cc1C | -1.3% | -8.5% | u | u | -22.5% | u | 0.5%[57.1 µM] | 1.6% | -10.3%
O=C(NCC1CCCO1)C(c1ccc(F)cc1)N(CC1CCCO1)C(=O)c1ccc(-c2ccccc2)[nH]1 (stereo unspecified) | -0.3% | -9.7% | -2.4% | 23.2% | 6.6% | -26.1% | 25.2% | 20.1% | 4.1%
CC1(C)CC(=O)C(N=Nc2ccc(Cl)cc2)=C(O)C1 | -4.8% | -8.7% | 0.6% | -27.4% | -2.5% | -5.2% | -8.2% | 23.0% | -2.3%
CN(CC(O)COCc1ccc2c(c1)OCO2)C1CCCCC1 (stereo unspecified) | -4.9% | -5.4% | 0.2% | 10.4%[11.4 µM] | -1.2% | -8.9% | 21.0% | 30.8% | -5.9%
Nc1nonc1C(=O)NCCNCc1cc(Br)ccc1OCc1ccc(F)cc1 | -12.6% | -24.4% | 2.7% | 19.6% | x | -27.4% | -24.0% | 3.8% | -7.4%
N#Cc1nc(-c2ccc([N+](=O)[O-])cc2)oc1N1CCCCC1 | 8.1% | x | -2.7% | -17.8%[56.9 µM] | -8.3% | -7.6% | 10.0% | 83.4%[activator] | 0.4%
Cn1nccc1C(=O)NC1CCCc2c1cnn2-c1ccc(F)cc1F (stereo unspecified) | -9.4% | -3.5% | 3.9% | 13.6% | 6.1% | -15.6% | 12.6%[57.1 µM] | 15.4% | -7.4%
NC(=O)COC(=O)c1cc(S(=O)(=O)N2CCOCC2)ccc1N1CCCCC1 | 9.8% | 0.0% | -4.4% | -22.3% | -5.2% | -12.6% | -112.4% | 33.8% | i
C/C(=N\NC(=O)Cn1c(-c2ccccn2)nc2ccccc21)c1ccccc1 | 3.3% | -4.5% | -5.1% | -12.7% | -0.4% | -26.8% | 23.0%[57.1 µM] | 29.1% | -2.7%
Clc1ccc(-c2nc(N3CCCCC3)nc3ccccc23)cc1 | -3.3% | u | 30.4%[activator] | -30.7% | 9.0% | 366.4%[activator] | -7.1% | 492.3% | -6.7%
COC(=O)c1sccc1S(=O)(=O)N(CC(=O)NCc1ccc(C)cc1)c1ccc(Cl)cc1 | 1.5% | -16.8% | 16.2% | -3.7% | 9.5% | -18.3% | 14.9%[57.1 µM] | 28.5% | 7.5%
Cc1ccccc1NS(=O)(=O)c1cc2c3c(c1)CC(=O)N3CCC2 | 8.6% | 2.3% | 1.7% | -20.7% | 3.0% | -14.5% | -18.7% | 22.8% | -7.0%

Full records, looked up by structure:
Entry for Cc1cc2nc(-c3ccc(SCc4ccc(C(=O)O)cc4)nc3)[nH]c2cc1C → ERG Ets-DNA blk: -1.3%; 12-LOX inh: -8.5%; Pin1 inhibitor: u; RGS4 inh: u; GLS inh: -22.5%; JMJD2A Tudor: u; TrxR1 inh: 0.5%[57.1 µM]; HP1b chromo inh: 1.6%; Tb PGK inh: -10.3%
Entry for NC(=O)COC(=O)c1cc(S(=O)(=O)N2CCOCC2)ccc1N1CCCCC1 → ERG Ets-DNA blk: 9.8%; 12-LOX inh: 0.0%; Pin1 inhibitor: -4.4%; RGS4 inh: -22.3%; GLS inh: -5.2%; JMJD2A Tudor: -12.6%; TrxR1 inh: -112.4%; HP1b chromo inh: 33.8%; Tb PGK inh: i

The results go on:
SMILES | ERG Ets-DNA blk | 12-LOX inh | Pin1 inhibitor | RGS4 inh | GLS inh | JMJD2A Tudor | TrxR1 inh | HP1b chromo inh | Tb PGK inh
CC(C)Oc1ccc(S(=O)(=O)N2CCCCC2)cc1NC(=O)CC1OC(=O)c2ccccc21 (stereo unspecified) | 7.7% | -5.5% | 5.2% | 9.1% | -0.6% | -15.5% | -8.9%[57.1 µM] | -1.4% | -6.0%
CC(NC(=O)CNC(=O)c1sc2ccccc2c1Cl)c1ccc(S(N)(=O)=O)cc1 (stereo unspecified) | -13.9% | u | -0.7% | -3.4% | -1.1% | u | -12.1% | 4.2% | -0.6%
CCOC(=O)[C@H]1[C@H]2COc3ccc(C)cc3[C@@H]2N2C(=O)[C@@H](C)NC(=O)[C@@]12C | -4.8% | u | 1.5% | -3.0% | 1.8% | -17.2% | 10.5%[57.1 µM] | 30.4% | -8.2%
COc1cc(/C=C(/C#N)C(=O)NCc2ccccc2)cc(OC)c1OC | -11.1% | -0.9% | 0.1% | -2.6% | 1.8% | -2.7% | u | 52.2%[activator] | 2.0%
